IMPase Li inh: qHTS Assay for Identifying the Cell-Membrane Permeable IMPase Inhibitors: Potentiation with Lithium. CHO-M1 cells, IP1 TR-FRET (IP-One), carbachol + lithium. Potency, µM (doses to about 59.4 µM), inactives show at the top dose activity, negative = IMPase inhibition, actives largely listed as inhibitors. hit rate 0.35% among 210,000;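 also: IP1 builds up when IMPase is blocked and the TR-FRET signal falls; plate controls were basal vehicle for no effect and high inhibitor control for full effect; nearly all actives have a fitted effect of over 50% in size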
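CHO cells stably expressing M1 receptor (2000/well, cultured 16–30 h) treated 30 min at 37C with compound plus low lithium. Cytosolic IP1 by TR-FRET (665/620 ratio and 620 channel) after 10 min lysis; AC50 by Hill fit.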
GAA glycogen mod: qHTS Assay for Inhibitors and Activators of Human alpha-Glucosidase Cleavage of Glycogen; Lysosomal alpha-glucosidase (Homo sapiens), P10253; recombinant GAA, glycogen substrate, Amplex Red glucose oxidase fluorescence; AID 2100, 2009; Potency, µM (top dose mostly 76.4 µM), for the others: top-dose activity change, negative = inhibition, most hits filed as inhibitors; hit rate 0.38% among 300,000;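 also: 0% = full enzyme reaction and -100% = no-enzyme basal signal; the screen sought inhibitors and activators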
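Recombinant human alpha-glucosidase (4 nM final) hydrolysed bovine liver glycogen (30 ug) for 40 min at 37 C in pH 5.0 citrate/phosphate with 0.01% Tween-20. Released glucose detected by glucose oxidase/Amplex Red, Ex 573/Em 610 nm. Compounds up to 77 uM; AC50 from Hill fits.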
RGS12 GoLoco inh: qHTS Assay for Inhibitors of RGS12 GoLoco Motif Activity (Red Fluorophore). Guanine nucleotide-binding protein G(i) subunit alpha-1 (Homo sapiens), P63096. Gai1:RGS12 GoLoco peptide FP, rhodamine, 10 min. Potency, µM (doses to about 61.6 µM), for inactives: top-dose activity, negative = inhibition, actives largely listed as inhibitors. hit rate 0.44% among 230,000. AID 880, 2007; active = well fitted inhibition curve with a large enough effect, not every such curve was filed as active; inactive = no such curve, though single readings can be large or run the other way; also: % is scaled to controls: 0 for no effect and ±100 for the full control effect; nearly all actives have a fitted effect of over 30% in size; many of its hits are not listed in these tables
Target sequence (P63096 whole entry, looked up): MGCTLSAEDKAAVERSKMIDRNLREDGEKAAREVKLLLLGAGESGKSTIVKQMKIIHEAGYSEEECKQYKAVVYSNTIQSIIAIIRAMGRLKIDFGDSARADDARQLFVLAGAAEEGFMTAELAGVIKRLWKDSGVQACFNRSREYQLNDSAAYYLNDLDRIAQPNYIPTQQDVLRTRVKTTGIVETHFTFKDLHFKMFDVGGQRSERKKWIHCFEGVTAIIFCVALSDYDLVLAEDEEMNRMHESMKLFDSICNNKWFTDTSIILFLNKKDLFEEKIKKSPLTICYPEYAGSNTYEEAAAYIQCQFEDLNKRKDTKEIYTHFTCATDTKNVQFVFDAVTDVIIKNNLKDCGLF
GAA inhib: qHTS Assay for Inhibitors of Human alpha-Glucosidase as a Potential Chaperone Treatment of Pompe Disease | purified human GAA, 4-MU-alpha-glucoside fluorescence | hit rate 0.005% among 200,000 | Potency, µM (series often up to 76.9 µM), for the others: top-dose activity change, negative = inhibition, hits mostly inhibitors;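 also: plate controls were uninhibited enzyme wells for no effect and no-enzyme background for full effect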
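Compounds are titrated up to 77 uM against 4 nM human enzyme. Substrate 4-methylumbelliferyl-alpha-D-pyranoside (400 uM) reacts 20 min at room temperature in pH 5.0 buffer; liberated 4-methylumbelliferone is read at 440 nm.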
HTT ATP protect: qHTS Multiplex Assay to Identify Dual Action Probes in a Cell Model of Huntington: Cytoprotection (ATP); PC12 HTT-Q103 induced, cytoprotection, ATP luminescence, 40 h; Potency, µM (highest dose often 56.4 µM), inactives show cytoprotection (ATP increase), actives largely listed as activators; hit rate 0.14% among 230,000;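 also: % of control where 0% means no effect; nearly all actives have a fitted effect of over 45% in size; toxic huntingtin expression switched on by the ecdysone agonist tebufenozide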
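Cells were plated at 1500 per well in phenol red-free DMEM with 5% equine and 5% calf serum. Tebufenozide (100 nM final) and compounds were added, then ATPlite reagent, and luminescence was read.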
HttQ103 aggreg: qHTS Multiplex Assay to Identify Dual Action Probes in a Cell Model of Huntington: Aggregate Formation (GFP) | PC12 HttQ103-GFP aggregates, Acumen cytometry, 40 h | Potency, µM (doses to about 46.1 µM), for the others: at the highest dose activity change, negative = inhibition, actives largely listed as inhibitors | hit rate 1.1% among 220,000 | AID 1688, 2009; also: % is scaled to controls: 0 for no effect and ±100 for the full control effect; nearly all actives have a fitted effect of over 60% in size
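Read-out: GFP aggregate count by laser scanning cytometer (488 nm excitation, 500-530 nm emission, 1–25 µm objects >6 SD above background). Cells: PC12, inducible HTTex1-Q103-GFP, 100 nM tebufenozide; compounds titrated.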
GAA spleen mod: qHTS Assay for Inhibitors and Activators of Human alpha-Glucosidase From Spleen Homogenate. Lysosomal alpha-glucosidase (Homo sapiens), P10253. human spleen homogenate, 4-MU-alpha-glucoside fluorescence. Potency, µM (doses to about 79.9 µM), for the others: at the highest dose activity change, negative = inhibition, actives largely listed as inhibitors. hit rate 0.006% among 240,000. AID 2112, 2009;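 also: 0% = enzyme with vehicle and -100% = no enzyme basal signal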
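Enzyme source: human spleen homogenate, 1 ug/well. Buffer 50 mM citric acid/K phosphate pH 5.0, 0.01% Tween-20. 4-MU-alpha-glucoside 1 mM; 37 C x 40 min; NaOH/glycine stop; fluorescence.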
Active calls of the source: *; ? = inconclusive; / = not tested or not shown; & = joins results of further samples; [ ] = another dose, or the depositor's remark. Unless noted, calls follow the shape of the dose curve; as a rule, active = well fitted curve in the direction sought with a large enough effect; inconclusive = small, poorly fitted or top-dose-only effect, or another doubt; inactive = no such curve, though single readings can be large; an effect the other way counts as inactive or inconclusive. Potency is read from the fitted curve at half-maximal effect.

SMILES	IMPase Li inh	GAA glycogen mod	RGS12 GoLoco inh	GAA inhib	HTT ATP protect	HttQ103 aggreg	GAA spleen mod
C/C(CC(=O)Nc1cccc(Cl)c1C)=N\NC(=O)C(=O)NCC(C)C	-1%	-11%	4%	2%	/	16%	-1%
O=C(CN1CCN(C(c2ccccc2)c2ccccc2)CC1)N1N=CCC1c1ccccc1 (centres undefined)	/	-6%	7%	/	-22%[10 µM]	-15%[9.22 µM]	7%
O=C1C2CCCN2C(c2ccccc2)N1c1nccs1 (centres undefined)	6%[38.3 µM]	20%	-15%	-6%	2%	13%	-19%
O=C(COC(=O)c1ccc(S(=O)(=O)N2CCOCC2)cc1)NC1CCCC1	1%[38.3 µM]	0%	2%	5%	7%	-8%	-4%
CC(C)CC(CO)N1CCN(C(=O)c2ccc(C(C)(C)C)cc2)CCC1=O (centres undefined)	6%	-1%	-6%	2%[15.4 µM]	/	17%	-5%
C=CCNC(=S)NNC(=O)c1ccc(OCCC)cc1	6%	?	13%	0%	34%[10 µM]	?	1%
Cc1cc(C)cc(NC(=O)Nc2cccc(S(N)(=O)=O)c2)c1	/	-8%	-10%	3%	-11%[10 µM]	-13%[9.22 µM]	-1%
COc1ccc(C(=O)Nc2ccc3[nH]c(-c4cccc(OC)c4)cc(=O)c3c2)cc1	-4%&-24%	5%	-6%&-2%	1%	-170%[inhibitor]	-12%	-8%&1%
COc1c(C)cc(Br)cc1C(=O)Nc1ccc(S(N)(=O)=O)cc1	18%	6%	-2%	1%	-55%[inhibitor]	5%	-1%
CC1Cc2nc(SCC(=O)c3ccccc3)n(Cc3ccccc3)c(=O)c2S1 (centres undefined)	50%[activator][38.3 µM]	-2%	3%	0%	-4%[10 µM]	-4%	5%

Record cards, as listed above:
`C=CCNC(=S)NNC(=O)c1ccc(OCCC)cc1` is listed with IMPase Li inh: 6%; GAA glycogen mod: ?; RGS12 GoLoco inh: 13%; GAA inhib: 0%; HTT ATP protect: 34%[10 µM]; HttQ103 aggreg: ?; GAA spleen mod: 1%
`CC1Cc2nc(SCC(=O)c3ccccc3)n(Cc3ccccc3)c(=O)c2S1` (centres undefined) is listed with IMPase Li inh: 50%[activator][38.3 µM]; GAA glycogen mod: -2%; RGS12 GoLoco inh: 3%; GAA inhib: 0%; HTT ATP protect: -4%[10 µM]; HttQ103 aggreg: -4%; GAA spleen mod: 5%

New compounds follow:
SMILES	IMPase Li inh	GAA glycogen mod	RGS12 GoLoco inh	GAA inhib	HTT ATP protect	HttQ103 aggreg	GAA spleen mod
COC(=O)c1ccccc1S(=O)(=O)N1CCC(c2nc3ccccc3o2)CC1	12%[38.3 µM]	-19%	9%	-4%	-16%	5%	4%
O=C(CC1C(=O)NCCN1C(=O)Nc1ccc(F)cc1)Nc1cc(Cl)ccc1Cl (centres undefined)	/	3%	1%	/	3%[10 µM]	3%[9.22 µM]	4%
Brc1c(Br)c(Br)c2n[nH]nc2c1Br	8%&8%	/	8%&6%	/	3%	/	2%&-9%
Cc1nc2ccccc2c(-c2ccccc2)c1CC(=O)O	-4%	-9%	9%	5%	?	1%	5%
COc1ccc(/C=N/NC(=O)c2nc(-c3ccccc3)n(-c3ccccc3)n2)c(O)c1	1%	-2%	11%	-27%	/	-31%	-11%
O=C(O)COn1c(-c2ccc(Cl)cc2)nc2ccc(Cl)cc21	-2%	-4%	9%	8%	-74%[inhibitor]	30%	9%
Cc1ccccc1C(=O)Nc1ccc(Br)cn1	/	-8%	/	-6%	-41%	-11%	5%
Cc1[nH]c2ccccc2c1/C=C/c1nc2ccccc2c(=O)[nH]1	/	-4%	21%	/	29%[10 µM]	3%[9.22 µM]	-7%
COc1ccc(S(=O)(=O)N2CCN(S(=O)(=O)c3ccc4c(c3)OCCO4)CC2)cc1C	3%[38.3 µM]	-14%	3%	?	-15%[10 µM]	-17%	-1%
COc1ccc(C(=O)NCCCCCC(=O)O)cc1OC	-9%[38.3 µM]	-4%	2%	-10%	-12%	14%	-3%

Some of the entries so far, with values under each structure:
Below each compound – IMPase Li inh	GAA glycogen mod	RGS12 GoLoco inh	GAA inhib	HTT ATP protect	HttQ103 aggreg	GAA spleen mod
> C/C(CC(=O)Nc1cccc(Cl)c1C)=N\NC(=O)C(=O)NCC(C)C
    -1%	-11%	4%	2%	/	16%	-1%
> O=C(CN1CCN(C(c2ccccc2)c2ccccc2)CC1)N1N=CCC1c1ccccc1 (centres undefined)
    /	-6%	7%	/	-22%[10 µM]	-15%[9.22 µM]	7%
> O=C1C2CCCN2C(c2ccccc2)N1c1nccs1 (centres undefined)
    6%[38.3 µM]	20%	-15%	-6%	2%	13%	-19%
> O=C(COC(=O)c1ccc(S(=O)(=O)N2CCOCC2)cc1)NC1CCCC1
    1%[38.3 µM]	0%	2%	5%	7%	-8%	-4%
> CC(C)CC(CO)N1CCN(C(=O)c2ccc(C(C)(C)C)cc2)CCC1=O (centres undefined)
    6%	-1%	-6%	2%[15.4 µM]	/	17%	-5%
> C=CCNC(=S)NNC(=O)c1ccc(OCCC)cc1
    6%	?	13%	0%	34%[10 µM]	?	1%
> Cc1cc(C)cc(NC(=O)Nc2cccc(S(N)(=O)=O)c2)c1
    /	-8%	-10%	3%	-11%[10 µM]	-13%[9.22 µM]	-1%

Further results follow:
SMILES	IMPase Li inh	GAA glycogen mod	RGS12 GoLoco inh	GAA inhib	HTT ATP protect	HttQ103 aggreg	GAA spleen mod
CCn1c(COc2ccccc2)nnc1SCC(=O)CC(=O)Nc1ccccc1OC	3%[38.3 µM]	-2%	5%	-5%	-7%	8%	-4%
COc1ccc(N(CC(=O)NCc2ccco2)S(=O)(=O)c2ccccc2)cc1	7%	2%	5%	-14%	-7%[10 µM]	-3%[9.22 µM]	2%
COc1ccc(-c2csc(-c3ccc(O)cc3)n2)cc1	/	-1%	-1%	/	-86%[inhibitor][10 µM]	-35%[9.22 µM]	2%
O=C(OCCN1CCCCC1)c1ccc(O)cc1	16%[38.3 µM]	-1%	5%	-8%	-20%	0%	-7%
CCOC(=O)N1CCN(C(=O)c2ccc3c(=O)n4c(nc3c2)CCCCC4)CC1	24%[38.3 µM]	-9%	-9%	-16%	-9%	-3%	9%
Cc1ccc(C(=O)Nc2ncc(Cc3ccc(SC(F)F)cc3)s2)cc1	17%	10%	7%	3%	-71%[inhibitor][10 µM]	?	-8%
CCOc1ccc(C2C(C(=O)OC)=C(C)N=C3SCCC(=O)N32)cc1OCC (centres undefined)	0%[38.3 µM]	4%	-4%	?	-9%	?	-3%
Cc1nc(-c2ccc(C(=O)Nc3ccc(F)cc3)cc2)cs1	-6%	18%	8%	5%	-16%[10 µM]	15%	3%
COc1ccc(OCCCC(=O)Nc2nc(-c3ccccn3)cs2)cc1	13%	5%	3%	4%	-4%	6%	-10%
O=[N+]([O-])c1cc(/C=N/N/C(=N/c2ccccn2)c2ccccn2)ccc1O	2%	?	13%	-3%	2%[10 µM]	?	-10%
O=C(c1ccc(CS(=O)(=O)c2ccc(Br)cc2)o1)N1CCN(C2CCCCC2)CC1	13%[38.3 µM]	-15%	5%	-6%	2%	-1%	-5%
COc1cccc(NC(=O)C2CC(=O)OC23CCOC(C)(C)C3)c1 (centres undefined)	-2%[38.3 µM]	-2%	0%	-13%	3%	14%[9.22 µM]	-3%
CCCc1nnc(SCC(=O)O)n1CC	/	3%	6%	/	2%[10 µM]	-7%[9.22 µM]	-9%
CCCCNC(=O)c1cn(-c2ccc(OCC)cc2)c(=O)c2cc(OC)c(OC)cc12	1%[38.3 µM]	-1%	-6%	4%	-8%	-3%[9.22 µM]	-2%
CC1=C(C(N)=O)C(c2ccc(Cl)cc2)NC(=O)N1 (centres undefined)	-10%[38.3 µM]	1%	2%	4%	-11%	4%	-3%
Cc1cc(C)nc(NS(=O)(=O)c2ccc(N/C=C\C(=O)c3cccs3)cc2)n1	5%	-5%	30%	6%	-46%[inhibitor]	-7%	0%
CC1CN(c2ccc(S(=O)(=O)N3CCOCC3)cn2)CC(C)O1 (centres undefined)	/	-18%	/	0%	10%	-8%	-8%
CC1C2CC(C/C2=N/NC(=O)c2cccs2)C1(C)C (centres undefined)	3%	-2%	-1%	1%	-62%[inhibitor]	-5%	10%
CC(=O)Oc1ccc(N2C(=O)C3C(C2=O)C2C=CC3C23CC3)cc1[N+](=O)[O-] (centres undefined)	9%	-11%	-22%	2%	-34%[inhibitor]	-15%	-7%
CCCCn1c(SCC(=O)Nc2cc(C)[nH]n2)nc2ccsc2c1=O	/	6%	/	-9%	-9%	24%	5%
COc1ccc(C2NC(=S)NC3=C2CCCC3=C2SCCS2)cc1 (centres undefined)	8%	-10%	80%[activator]	7%	?	-7%	-14%
Cc1ccc(-c2nnc(SCC(=O)NCC3CCCO3)n2C)cc1 (centres undefined)	8%[38.3 µM]	5%	11%	5%	13%	25%	1%
N#C/C(=C\c1cn(Cc2cccc(F)c2)c2ccccc12)C(=O)NCc1ccco1	2%	-2%	10%	-4%	13%[10 µM]	16%	-3%
CCOc1cccc(C(=O)Nc2cccc(NC(=O)c3ccco3)c2)c1	-4%	-3%	-9%	0%	-38%[inhibitor]	-12%	7%

Source: PubChem BioAssay

Not all compounds are listed, so the mix of outcomes need not match the whole.
